IDH1 mut inh – IDH1 R132H (human) inhibition; O75874; inhibition, % at 10 µM; 0.18% of 70,000 active; IDH1 R132H reductase, diaphorase/resazurin fluorescence, 60 min; in the data active means inhibition above about 34%;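 further: 0% = DMSO and 100% = no enzyme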
Target sequence (O75874 whole entry R132H): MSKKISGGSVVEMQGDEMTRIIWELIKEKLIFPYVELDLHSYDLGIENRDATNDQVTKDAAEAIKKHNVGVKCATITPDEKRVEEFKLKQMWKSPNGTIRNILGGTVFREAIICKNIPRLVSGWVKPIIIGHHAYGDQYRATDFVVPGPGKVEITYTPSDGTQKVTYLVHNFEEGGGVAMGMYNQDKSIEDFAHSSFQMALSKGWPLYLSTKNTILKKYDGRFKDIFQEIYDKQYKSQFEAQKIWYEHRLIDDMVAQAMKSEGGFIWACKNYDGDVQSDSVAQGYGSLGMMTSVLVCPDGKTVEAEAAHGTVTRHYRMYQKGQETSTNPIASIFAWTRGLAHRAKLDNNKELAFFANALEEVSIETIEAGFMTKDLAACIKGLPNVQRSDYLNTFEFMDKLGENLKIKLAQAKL
EZH2 inh – EZH2 (human) methyltransferase inhibition; PRC2 H3K27 methylation, DELFIA TRF, 1 h; inhibition, % at 12.5 µM; 0.35% of 57,000 active;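 active means mean inhibition of replicates at least 50% and every single replicate also reaching 50%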;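 further: dimethyl H3K27 on biotinylated H3 21-44 peptide detected by antibody; plate controls were median neutral control wells for no effect and median positive control wells for full effect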
Numbers without * were called inactive; x = not tested or not shown. The list is partial, so the mix of outcomes need not match the whole.

SMILES	IDH1 mut inh	EZH2 inh
CCCNC(=O)N1C[C@H](C)[C@@H](OC)CN(C)C(=O)c2ccc(NS(=O)(=O)CC(F)(F)F)cc2OC[C@H]1C	0.2	6
COc1cc(S(=O)(=O)NCCN2CCOCC2)c(OC)cc1Cl	0.2	-23
CO[C@@H]1CN(C)C(=O)c2ccc(NC(=O)C3CC3)cc2OC[C@H](C)N(C(=O)c2ccccc2F)C[C@H]1C	0.3	-2
CNC[C@@H]1Oc2ccc(NC(=O)Nc3ccc4c(c3)OCO4)cc2C(=O)N([C@H](C)CO)C[C@H]1C	x	-3
COC(=O)CCCCCCC(=O)N/N=C/C1=CCCCC1	0.0	-2
C[C@H](CO)N1C[C@H](C)[C@@H](CN(C)S(=O)(=O)c2cccs2)Oc2ccc(N(C)C)cc2CC1=O	-5.4	1
C[C@@H]1CCCCO[C@@H](CN(C)Cc2ccc(Cl)c(Cl)c2)[C@@H](C)CN([C@H](C)CO)C(=O)c2cc(NC(=O)Cc3ccccc3)ccc2O1	0.9	x
COc1ccc(CN(C)C[C@@H]2Oc3ccc(NS(=O)(=O)c4cn(C)cn4)cc3C(=O)N([C@@H](C)CO)C[C@@H]2C)cc1	0.6	-1
COC(=O)C[C@H]1C[C@@H]2c3cc(NC(=O)NC4CCCCC4)ccc3O[C@@H]2[C@H](CO)O1	0.4	10
C[C@H](CO)N1C[C@H](C)[C@@H](CN(C)C(=O)Nc2ccccc2)Oc2ccc(NS(=O)(=O)c3ccccc3)cc2CC1=O	-0.8	2
Cc1cc(=O)oc2cc(OCC(=O)Nc3sc4c(c3C#N)CCC4)ccc12	-0.1	13
CC(C)NC(=O)N(C)C[C@H]1Oc2ccc(NS(=O)(=O)c3ccc(Cl)cc3)cc2CC(=O)N([C@H](C)CO)C[C@@H]1C	0.0	9
COc1ccc(S(=O)(=O)Nc2ccc3c(c2)C(=O)N([C@H](C)CO)C[C@H](C)[C@@H](CN(C)S(C)(=O)=O)OCCCC[C@@H](C)O3)cc1	-1.3	x
C[C@@H]1CN([C@H](C)CO)C(=O)c2cc(NS(=O)(=O)c3cccs3)ccc2O[C@@H]1CN(C)C(=O)Nc1cccc2ccccc12	-0.3	x
CNC[C@@H]1Oc2ccc(N)cc2C(=O)N([C@H](C)CO)C[C@H]1C	2.1	3
CNC[C@@H]1Oc2ccc(NS(=O)(=O)c3cn(C)cn3)cc2CC(=O)N([C@H](C)CO)C[C@@H]1C	1.6	10
C[C@@H]1CN([C@@H](C)CO)C(=O)c2cc(C#CC3CC3)cnc2O[C@H]1CN(C)C(=O)c1ccccc1	-3.6	-8
COc1ccc(S(=O)(=O)Nc2ccc3c(c2)C(=O)N([C@H](C)CO)C[C@H](C)[C@@H](CN(C)Cc2ccc(C(=O)Nc4ccccc4N)cc2)O3)cc1	0.2	-14
Cc1nc(S(=O)(=O)NC[C@@H]2CCCN(Cc3ccc(OCCO)cc3)C2)cn1C	x	-11
O=C(N[C@H]1C=C[C@@H](CC(=O)N2CCOCC2)O[C@@H]1CO)c1ccc2c(c1)OCO2	0.0	10
CO[C@H]1CN(C)C(=O)c2cc(NC(=O)c3cnccn3)ccc2OC[C@@H](C)N(C(=O)C2CC2)C[C@H]1C	0.6	-10
O=C(CSc1nnc(-c2cccc([N+](=O)[O-])c2)n1-c1ccccc1)NC1CCCCC1	0.1	-9
Cc1ccc(S(=O)(=O)NCC[C@@H]2CC[C@H](NC(=O)CC3CC3)[C@@H](CO)O2)cc1	23	-7
C/C=C/c1cnc2c(c1)C(=O)N([C@H](C)CO)C[C@@H](C)[C@H](CN(C)C(=O)Nc1ccc(OC)cc1)O2	0.3	-9
CCC(=O)N(C)C[C@@H]1Oc2cc(C#CCC3CCCC3)ccc2S(=O)(=O)N([C@@H](C)CO)C[C@H]1C	-0.1	x
Next section
SMILES	IDH1 mut inh	EZH2 inh
CCN(CC)C(=O)c1cc(-c2ccc(Cl)c(Cl)c2)on1	0.2	28
C[C@@H]1CCCCO[C@H](CN(C)C(=O)NC2CCCCC2)[C@H](C)CN([C@H](C)CO)C(=O)c2cc(NC(=O)c3ccncc3)ccc2O1	0.2	x
C[C@H](CO)N1C[C@H](C)[C@H](CN(C)C(=O)Nc2ccc3c(c2)OCO3)Oc2ncccc2C1=O	6.9	6
C[C@@H]1CN([C@@H](C)CO)C(=O)c2cc(NC(=O)c3ccncc3)ccc2O[C@@H](C)CCCCO[C@H]1CN(C)C(=O)Nc1ccc(C(F)(F)F)cc1	1.3	x
C[C@H]1CN([C@@H](C)CO)S(=O)(=O)c2ccc(C#CCN(C)C)cc2O[C@@H]1CN(C)Cc1ccccc1	1.4	x
COc1ccc(-c2cnc3c(c2)C(=O)N([C@H](C)CO)C[C@@H](C)[C@@H](CN(C)Cc2ccccc2)O3)cc1	-1.8	1
C/C=C/c1ccc2c(c1)O[C@H](CN(C)C(=O)c1cccc(F)c1)[C@H](C)CN([C@@H](C)CO)S2(=O)=O	0.0	-16
C[C@@H]1CN([C@@H](C)CO)S(=O)(=O)c2ccc(C#CC3CC3)cc2O[C@@H]1CN(C)C(=O)Nc1cc(F)ccc1F	x	-19
O=C(CN1C(=O)c2cccc3cccc(c23)C1=O)NCC(O)c1ccccc1 (stereo not given)	0.2	-3
C[C@@H]1CN([C@@H](C)CO)C(=O)Cc2cc(NS(C)(=O)=O)ccc2O[C@H]1CN(C)Cc1ccc(Cl)c(Cl)c1	x	-3
CN(C)S(=O)(=O)N(CC(=O)Nc1ccccc1C(F)(F)F)c1ccccc1	-0.2	14
O=C(N[C@H]1CC[C@@H](CCNC(=O)c2ccccc2F)O[C@@H]1CO)c1ccc2c(c1)OCO2	0.0	4
C[C@H](CO)N1C[C@H](C)[C@@H](CN(C)C(=O)Nc2ccccc2)Oc2c(NC(=O)CCCCCC(=O)Nc3ccccc3N)cccc2C1=O	x	-11
C[C@H](CO)N1C[C@H](C)[C@H](CN(C)S(=O)(=O)c2ccccc2)Oc2ccc(NS(=O)(=O)c3cn(C)cn3)cc2CC1=O	1.1	x
COc1ccc(S(=O)(=O)Nc2ccc3c(c2)C(=O)N([C@H](C)CO)C[C@H](C)[C@H](CN(C)C(=O)C2CCCCC2)OCCCC[C@H](C)O3)cc1	0.8	x
C[C@@H]1CN([C@@H](C)CO)C(=O)c2cc(C#Cc3ccccn3)cnc2O[C@H]1CN(C)Cc1ccccc1	-0.2	-15
COc1cc2c(Cc3ccc(OC)c(OC)c3)nccc2cc1O	-0.9	x
C[C@H](CO)N1C[C@H](C)[C@@H](CN(C)C(=O)NC2CCCCC2)Oc2ccc(NS(=O)(=O)c3ccc(Cl)cc3)cc2CC1=O	0.7	x
C[C@H](CO)N1C[C@H](C)[C@@H](CN(C)S(=O)(=O)c2ccc(F)cc2)Oc2ccc(NC(=O)Nc3ccc4c(c3)OCO4)cc2CC1=O	-0.6	x
C[C@@H]1CN([C@H](C)CO)S(=O)(=O)c2ccc(C#CC3CC3)cc2O[C@@H]1CN(C)Cc1cccnc1	x	-1
CO[C@H]1CN(C)C(=O)c2ccc(NC(C)=O)cc2OC[C@@H](C)N(C(=O)c2ccccn2)C[C@H]1C	-0.3	8
O=C(C[C@H]1C[C@H]2c3cc(NC(=O)Nc4ccccc4F)ccc3O[C@H]2[C@H](CO)O1)NCc1ccccn1	0.3	-13
CC(C)NC(=O)Nc1ccc2c(c1)C(=O)N([C@@H](C)CO)C[C@@H](C)[C@H](CN(C)S(=O)(=O)c1ccc(F)cc1)O2	5.7	6
C[C@@H]1CN([C@H](C)CO)C(=O)Cc2cc(NS(C)(=O)=O)ccc2O[C@@H]1CN(C)C	3.5	6
Cc1noc(C)c1S(=O)(=O)Nc1ccc2c(c1)C(=O)N([C@@H](C)CO)C[C@H](C)[C@@H](CN(C)C(=O)Nc1ccc(C(F)(F)F)cc1)O2	0.1	x
Carrying on.
SMILES	IDH1 mut inh	EZH2 inh
Cc1ccc(S(=O)(=O)NCC[C@@H]2CC[C@H](NC(=O)c3ccccn3)[C@H](CO)O2)cc1	-0.4	7
O=C(CSc1nnc(-c2cccnc2)n1-c1ccccc1)N1CCN(c2ccc(F)cc2)CC1	-0.3	-8
C[C@@H]1CN([C@H](C)CO)C(=O)c2cccc(NC(=O)Nc3ccccc3)c2O[C@@H]1CN(C)C(=O)Nc1ccc(F)cc1	x	2
CC(C)NC(=O)Nc1ccc2c(c1)C(=O)N([C@@H](C)CO)C[C@H](C)[C@H](CN(C)C)OCCCC[C@@H](C)O2	x	6
CO[C@H]1CN(C)C(=O)c2cc(NC(=O)NC(C)C)ccc2OC[C@@H](C)N(Cc2cncnc2)C[C@@H]1C	x	11
CO[C@@H]1CN(C)C(=O)c2ccc(NC(=O)c3ccccc3F)cc2OC[C@H](C)N(C(=O)c2ccccc2F)C[C@@H]1C	-0.1	5
O=C(NCCN1CCOCC1)C1CC(c2ccc(Cl)c(Cl)c2)=NO1 (stereo not given)	-0.7	9
C[C@@H]1CN([C@H](C)CO)C(=O)c2cccc(NS(=O)(=O)c3cccs3)c2O[C@@H]1CN(C)S(=O)(=O)c1cccs1	3.1	x
C[C@@H]1CN([C@@H](C)CO)S(=O)(=O)c2ccc(C#Cc3cccnc3)cc2O[C@H]1CN(C)C	-4.1	29
CN(C)C(=O)C[C@H]1C=C[C@@H](NC(=O)Nc2cccc(F)c2)[C@H](CO)O1	-0.2	16
C[C@H]1CCCCO[C@H](CN(C)Cc2ccc3c(c2)OCO3)[C@@H](C)CN([C@@H](C)CO)C(=O)c2cc(NC(=O)Nc3ccc(C(F)(F)F)cc3)ccc2O1	-0.2	x
C[C@@H]1CCCCO[C@H](CN(C)C(=O)CCCN(C)C)[C@H](C)CN([C@@H](C)CO)C(=O)c2cc(NC(=O)C3CCCCC3)ccc2O1	2.4	x
COc1cccc(OC)c1OCCNCCO	0.3	-19
COc1ccc(NC(=O)CC2NC3CCCCC3NC2=O)cc1 (stereo not given)	1.8	-7
C[C@H](CO)N1C[C@H](C)[C@@H](CN(C)Cc2ccc(Cl)c(Cl)c2)Oc2ccc(N(C)C)cc2C1=O	x	5
CO[C@H]1CN(C)C(=O)c2ccc(NC(C)=O)cc2OC[C@H](C)N(CC2CC2)C[C@@H]1C	0.1	7
C[C@H]1CN([C@@H](C)CO)C(=O)c2cc(-c3ccc(F)cc3)cnc2O[C@@H]1CN(C)CC1CCOCC1	0.1	x
C[C@@H]1CN([C@H](C)CO)C(=O)c2cccc(NS(=O)(=O)c3cn(C)cn3)c2O[C@H]1CN(C)Cc1ccncc1	5.1	8
O=[N+]([O-])c1cccc(CSc2nnc(-c3ccco3)n2-c2ccccc2)c1	0.9	x
COc1ccc(NC(=O)N(C)C[C@@H]2Oc3ncc(C#C[C@H](C)O)cc3C(=O)N([C@H](C)CO)C[C@H]2C)cc1	-3.4	9
CC(=O)n1cc([C@@H]2C=C(C(=O)N3CCN(Cc4ccc5c(c4)OCO5)CC3)O[C@H](OCCCCO)C2)c2ccccc21	x	-7
C[C@@H]1CN([C@H](C)CO)C(=O)c2cc(NC(=O)C3CCCCC3)ccc2O[C@H]1CN(C)S(=O)(=O)c1ccc(F)cc1	2.6	x
C[C@@H]1CCCCO[C@H](CN(C)C(=O)c2ccccc2)[C@H](C)CN([C@@H](C)CO)C(=O)c2cc(NC(=O)Nc3ccc4c(c3)OCO4)ccc2O1	-1.9	x
COCC(=O)N[C@H]1C=C[C@H](CC(=O)NCc2ccc(Cl)cc2)O[C@H]1CO	0.0	9
C[C@H](O)C#Cc1cnc2c(c1)C(=O)N([C@H](C)CO)C[C@H](C)[C@H](CN(C)C(=O)CC1CC1)O2	x	-6
C[C@@H]1CN([C@H](C)CO)C(=O)c2cc(NC(=O)Cc3cn(C)c4ccccc34)ccc2O[C@H]1CN(C)S(=O)(=O)c1ccccc1	-29	-14
C[C@@H]1CN([C@@H](C)CO)C(=O)c2cccc(NS(=O)(=O)c3ccc(Cl)cc3)c2O[C@H]1CN(C)C(=O)Nc1cccc2ccccc12	0.6	x
CCS(=O)(=O)Nc1ccc2c(c1)C(=O)N(C)C[C@@H](OC)[C@H](C)CN(Cc1nccs1)[C@@H](C)CO2	-0.3	12
CCCN1C[C@H](C)[C@H](OC)CN(C)C(=O)c2cc(NC(=O)C3CCC3)ccc2OC[C@@H]1C	x	-17
O=C(C[C@H]1C[C@H]2c3cc(NC(=O)Nc4ccc(C(F)(F)F)cc4)ccc3O[C@H]2[C@@H](CO)O1)NC1CCCCC1	-1.4	-17

Grouped by structure: those above containing a Cl atom (10)
SMILES	IDH1 mut inh	EZH2 inh
COc1cc(S(=O)(=O)NCCN2CCOCC2)c(OC)cc1Cl	0.2	-23
C[C@@H]1CCCCO[C@@H](CN(C)Cc2ccc(Cl)c(Cl)c2)[C@@H](C)CN([C@H](C)CO)C(=O)c2cc(NC(=O)Cc3ccccc3)ccc2O1	0.9	x
CC(C)NC(=O)N(C)C[C@H]1Oc2ccc(NS(=O)(=O)c3ccc(Cl)cc3)cc2CC(=O)N([C@H](C)CO)C[C@@H]1C	0.0	9
CCN(CC)C(=O)c1cc(-c2ccc(Cl)c(Cl)c2)on1	0.2	28
C[C@@H]1CN([C@@H](C)CO)C(=O)Cc2cc(NS(C)(=O)=O)ccc2O[C@H]1CN(C)Cc1ccc(Cl)c(Cl)c1	x	-3
C[C@H](CO)N1C[C@H](C)[C@@H](CN(C)C(=O)NC2CCCCC2)Oc2ccc(NS(=O)(=O)c3ccc(Cl)cc3)cc2CC1=O	0.7	x
O=C(NCCN1CCOCC1)C1CC(c2ccc(Cl)c(Cl)c2)=NO1 (stereo not given)	-0.7	9
C[C@H](CO)N1C[C@H](C)[C@@H](CN(C)Cc2ccc(Cl)c(Cl)c2)Oc2ccc(N(C)C)cc2C1=O	x	5
COCC(=O)N[C@H]1C=C[C@H](CC(=O)NCc2ccc(Cl)cc2)O[C@H]1CO	0.0	9
C[C@@H]1CN([C@@H](C)CO)C(=O)c2cccc(NS(=O)(=O)c3ccc(Cl)cc3)c2O[C@H]1CN(C)C(=O)Nc1cccc2ccccc12	0.6	x

Assay outcomes deposited in PubChem by Broad Institute.
